Lmaj promast: inhibitors of Leishmania major promastigote growth; Leishmania major promastigotes, resazurin fluorescence viability; inhibition, % at 10 µM; AID 1063; 200,000 tested, 9% active;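 note: promastigotes grown with compound for 44 hours at 28 °C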
RAM inhibit: blocks the yeast RAM network. S. cerevisiae dse1pr::URA3 reporter, 5-FOA growth OD615, 2 d; analog-sensitive cbk1-as2 kinase mutant strain. 190,000 tested, 1.8% active. inhibition, % at 50 µM;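 active = inhibition above a set limit, 3 SD over mean compound inhibition, cut at about 8.4% in these data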;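 note: 0% = DMSO-only wells with no growth and 100% = 10 µM 1-NA-PP1 full growth; inhibition rescues growth on 5-FOA so higher OD means more RAM inhibition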
DTT redox prof: compounds producing H2O2 with reducing agent – biochemical, NIH compound library profiling, artefact control for MLSCN library redox annotation, primary screen | DTT-dependent redox cycling H2O2, phenol red/HRP absorbance; 100% = 100 µM peroxide control, 0% = buffer | activation, % at 10 µM | 200,000 tested, 0.03% active;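 active = activation of at least 50% relative to the plate's high and low controls in the primary single-dose screen; inactive = activation below 50%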;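 note: compound incubated with DTT at 0.8 mM final as the reducing agent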
Hsp70 activator: transcriptional activators of Hsp70 | HeLa Hsp70 promoter luciferase reporter, luminescence; scaled: vehicle 0, proteasome-inhibitor control 100% | activation, % at 10 µM | 200,000 tested, 0.04% active | AID 1203;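 active = activation above the mean across all tested compounds plus 3 SD, cutoff set per campaign, cut at about 5.5% in these data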;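 note: 100% = MG132 at 30 µM as the positive control and 0% = DMSO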
Diaphorase act: diaphorase activation or chemical reduction counter-screen | Diaphorase/resazurin coupled assay, resorufin fluorescence, 16 min; stronger effect = higher value; 1 = vehicle wells, 0 = NADH-free wells | activation factor at 20 µM | 190,000 tested, 0.005% active | AID 1229;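 active = diaphorase activity raised at least twofold by the compound at 20 µM; inactive = activation factor below 2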
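Material: Purified diaphorase enzyme from Clostridium kluyveri | Buffer or medium: 50 mM HEPES pH 7.4 with 4.542 mM MgCl2, 0.005% Tween 20 | Times: 16 min enzyme reaction, ambient temperature | Signal: Red resorufin fluorescence at 544/590 nm excitation/emission | Measure: Increased resorufin signal from activators or reducing compounds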
PMI act: phosphomannose isomerase (human) activation | P34949 | 190,000 tested, 0.005% active | AID 1214 | purified human PMI, coupled resazurin fluorescence, 20 min; stronger effect = higher value; 1 = vehicle control, 0 substrate-free wells | activation factor at 20 µM;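 active = activation factor of 2 or more at 20 µM, relative to plate controls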
G6PDH counter: counter-screen for G6PDH assay hits: L. mesenteroides G6PDH inhibition; 200,000 tested, 0.12% active; inhibition, % at 5 µM; Purified L. mesenteroides G6PDH, diaphorase/resazurin coupled fluorescence, 45 min
TLR4 MyD88 comp: blocks binding of human TLR4 to MyD88. O00206+Q99836. HeLa CL3-4 TLR4/MyD88 BLA complementation, FRET ratio. inhibition, % at 8.4 µM. 200,000 tested, 0.18% active; in the data active = inhibition above about 25%;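 note: 0% = vehicle and 100% = reference inhibitor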
Target sequence (O00206 whole entry, looked up): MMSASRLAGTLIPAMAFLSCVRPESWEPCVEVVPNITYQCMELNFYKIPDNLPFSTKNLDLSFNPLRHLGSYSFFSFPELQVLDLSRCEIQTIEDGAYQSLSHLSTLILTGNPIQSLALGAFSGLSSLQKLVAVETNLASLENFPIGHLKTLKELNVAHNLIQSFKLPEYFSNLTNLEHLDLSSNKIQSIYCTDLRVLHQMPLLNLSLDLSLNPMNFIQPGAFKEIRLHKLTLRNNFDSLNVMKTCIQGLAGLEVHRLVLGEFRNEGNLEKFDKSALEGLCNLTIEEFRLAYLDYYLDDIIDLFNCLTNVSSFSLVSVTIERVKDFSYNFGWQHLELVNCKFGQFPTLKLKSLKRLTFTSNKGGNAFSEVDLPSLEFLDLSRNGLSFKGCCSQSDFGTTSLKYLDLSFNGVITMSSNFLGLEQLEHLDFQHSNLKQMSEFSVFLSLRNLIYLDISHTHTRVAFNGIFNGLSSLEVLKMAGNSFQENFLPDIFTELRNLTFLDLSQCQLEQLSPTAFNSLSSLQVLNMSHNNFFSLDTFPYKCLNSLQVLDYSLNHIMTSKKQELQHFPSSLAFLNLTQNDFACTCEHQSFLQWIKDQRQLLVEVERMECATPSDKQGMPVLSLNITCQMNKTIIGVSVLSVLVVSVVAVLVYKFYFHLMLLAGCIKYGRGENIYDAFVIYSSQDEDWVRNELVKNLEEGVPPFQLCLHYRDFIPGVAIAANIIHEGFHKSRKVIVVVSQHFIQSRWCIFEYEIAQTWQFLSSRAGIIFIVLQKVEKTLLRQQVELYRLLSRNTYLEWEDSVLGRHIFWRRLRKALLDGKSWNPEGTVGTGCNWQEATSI
Target sequence (Q99836 whole entry, looked up): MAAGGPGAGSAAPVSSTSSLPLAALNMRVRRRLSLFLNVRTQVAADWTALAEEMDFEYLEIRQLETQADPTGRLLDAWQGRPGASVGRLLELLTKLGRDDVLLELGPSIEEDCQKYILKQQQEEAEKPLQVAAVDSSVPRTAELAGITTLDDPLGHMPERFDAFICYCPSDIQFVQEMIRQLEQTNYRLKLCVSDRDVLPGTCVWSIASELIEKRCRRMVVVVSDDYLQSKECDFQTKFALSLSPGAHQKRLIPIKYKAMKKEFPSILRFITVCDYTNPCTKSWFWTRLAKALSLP
PMI act satM6P: activators of human phosphomannose isomerase at near-saturating mannose 6-phosphate; 190,000 tested, 0.34% active; P34949; activation factor at 20 µM; coupled PMI enzyme assay, resazurin fluorescence, 20 min; stronger effect = higher value; 1 = untreated enzyme, 0 = substrate-free blank; AID 1216;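 active = activation factor of 2 or more at 20 µM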
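Technique: Diaphorase-driven resazurin-to-resorufin fluorescence, excitation 544, emission 590 nm | Assay system: Human PMI in coupled enzyme assay | Times: Enzyme reaction with compound 20 min at room temperature | Medium: HEPES-buffered pH 7.4 with magnesium and detergent | Reagent: Mannose-6-phosphate 1.0 mM (near-saturating) plus 0.22 mM NADP+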
Diaph inh CS: diaphorase inhibition or chemical oxidation counter-screen; diaphorase resazurin-to-resorufin fluorescence, NADH, 16 min; bacterial (C. kluyveri) enzyme, not human; inhibition, % at 20 µM; 190,000 tested, 0.69% active;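 active = primary screen inhibition at 20 µM above a set limit, cut at about 50% in these data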;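 note: plate controls were DMSO with full reaction for no effect and wells lacking NADH for full effect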
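Assay system: diaphorase enzyme from Clostridium kluyveri. Quantity: enzyme working solution with 0.14 U/mL diaphorase. Schedule: reaction incubation of 16 min at room temperature. Technique: resorufin fluorescence, excitation 544 nm, emission 590 nm. Controls: No-NADH positive control and DMSO neutral control.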
S1P3 antag: S1P3 (human) receptor antagonism; Q99500; CHO S1P3 NFAT-BLA reporter, FRET fluorescence, antagonist mode; inhibition, % at 4.98 µM; 170,000 tested, 0.27% active; AID 485;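 active = inhibition above the plate cutoff, the mean inhibition of test wells on that plate plus 3 SD, cut at about 28% in these data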;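 note: cells challenged with S1P at its EC80 of 0.8 µM; blue over green emission ratio from cleaved BLA substrate after 4 h stimulation; 0% = S1P-stimulated wells and 100% = unstimulated DMSO-only wells; some compounds past the cut are filed as inactive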
* = called active by the depositor; / = not tested or not shown. Cut-off read from the data, not from the text of the source, unless noted: active = inhibition above about 50%; inactive = the rest. Compounds as they come; 12% or so of the library scored in one or more.

1	CCOc1ccc(CN2CCN(Cc3cnc(N4CCOCC4)s3)CC2CCO)cc1 (stereo unspecified)
2	Cn1cnnc1SCc1nnc(-c2ccccc2Br)o1
3	CC(O)CNc1nc2c(c(=O)n(C)c(=O)n2C)n1CCc1ccccc1 (stereo unspecified)
4	CCN(CC)c1ccc(C2CC(=O)NC3=C2C(=O)CC(C)(C)C3)cc1 (stereo unspecified)
5	O=C(O)C1C2C=CC(O2)C1C(=O)Nc1ccccc1C(F)(F)F (stereo unspecified)
6	C=CCN=C(NC#N)SCC(=O)c1cccc(OC)c1

Compound	1	2	3	4	5	6
Lmaj promast	-4	-7	-6	4	-7	35
RAM inhibit	2.2	-0.4	0.9	1.2	0.8	-0.7
DTT redox prof	0.7	0.1	1.1	-0.8	0.0	1.2
Hsp70 activator	-0.4	-0.1	-0.2	-0.2	-0.3	0.7
Diaphorase act	0.8	1	0.9	0.9	0.9	0.8
PMI act	0.9	1.1	1	1	1	1
G6PDH counter	10	4	2	1	-2	-7
TLR4 MyD88 comp	-17	0	1	1	-8	4
PMI act satM6P	0.9	1	0.9	0.9	1.1	1
Diaph inh CS	18	5	14	15	14	18
S1P3 antag	5	-19	/	-78	/	-4

7	C=CCSc1nnc(-c2ccccc2NC(=O)CC)c(=O)[nH]1
8	CCOC(=O)CSc1nnc(NC(=O)c2cccc([N+](=O)[O-])c2)s1
9	O=C(CCSc1ccc(Cl)cc1)Nc1cccnc1
10	O=C(c1cccs1)n1nc(NCc2ccccc2)nc1NCc1ccccc1
11	CCOC(=O)c1c(-c2ccccc2)csc1NC(=O)C(C)NCCCN1CCOCC1 (stereo unspecified)
12	CN(C)C(=C(C#N)C#N)N1CCN(c2ccc(Cl)c(Cl)c2)CC1

Compound	7	8	9	10	11	12
Lmaj promast	-6	-4	5	2	27	11
RAM inhibit	1.3	4.2	-0.6	11*	1.2	0.7
DTT redox prof	4.8	0.3	-0.1	-0.2	0.0	-3.7
Hsp70 activator	-0.2	-0.4	0.0	-0.2	-0.2	-0.1
Diaphorase act	0.8	0.9	0.9	0.9	0.8	0.8
PMI act	0.9	0.9	0.8	0.7	1	1
G6PDH counter	-1	10	16	9	-2	6
TLR4 MyD88 comp	-7	2	5	0	3	-11
PMI act satM6P	0.9	1	0.8	0.9	1	0.9
Diaph inh CS	22	15	14	14	16	20
S1P3 antag	-10	-4	-5	6	-10	/

13	Cc1cc(C)c2cc(C(O)c3nnnn3Cc3ccccc3)c(=O)[nH]c2c1 (stereo unspecified)
14	CCN(CC)S(=O)(=O)c1ccc(-c2nnc(SCC(N)=O)n2CC)cc1
15	O=C(NC(=S)N1CCCCCC1)c1ccc(Cl)cc1Cl
16	CCCOP(=O)(OCCC)C(Nc1cccc(C(F)(F)F)c1)c1ccc(C)cc1 (stereo unspecified)
17	COC(=O)c1sc2ncn(-n3c(C)ccc3C)c(=O)c2c1C
18	O=C(Nc1ccc(F)c(Cl)c1)Nc1ccc(Cl)cn1

Compound	13	14	15	16	17	18
Lmaj promast	-4	12	-1	5	-5	-2
RAM inhibit	5.1	0.5	1.4	10*	1.4	0.6
DTT redox prof	-0.9	-1.2	-0.1	1.7	0.2	2.1
Hsp70 activator	-0.2	-0.2	0.4	-0.2	-0.3	-0.3
Diaphorase act	0.7	1	0.8	0.7	0.8	1
PMI act	1	1	0.9	0.8	0.9	1
G6PDH counter	1	11	14	-2	6	7
TLR4 MyD88 comp	-3	-1	-10	12	2	-4
PMI act satM6P	0.9	1.1	1	0.9	0.9	0.9
Diaph inh CS	26	0	23	25	22	0
S1P3 antag	-6	-3	-4	/	/	0

19	CCN(CC)S(=O)(=O)c1cc(-c2nnc(-c3ccc(Br)cc3)o2)ccc1Br
20	Fc1cccc(Cl)c1Cc1noc(/C=C/c2ccccc2)n1
21	Cn1c(=O)oc2cc(S(=O)(=O)N3CCCC(C(=O)N4CCn5c4nc4ccccc45)C3)ccc21 (stereo unspecified)
22	COCC(=O)n1nc(NCc2ccc(OC)cc2)nc1NCc1ccc(OC)cc1
23	Cc1cc(C)cc(NC(=O)c2cc(=O)c3ccccc3o2)c1
24	O=C(Nc1cc(C(F)(F)F)ccc1N1CCOCC1)c1cn2ccccc2n1

Compound	19	20	21	22	23	24
Lmaj promast	0	-5	40	-2	-4	-3
RAM inhibit	2.2	1.4	3.8	2.2	3.6	3.3
DTT redox prof	0.7	2.3	-2.3	-0.3	-0.8	2.1
Hsp70 activator	-0.5	0.2	-0.3	0.1	-0.2	-0.1
Diaphorase act	0.8	0.8	0.9	0.8	1	1.1
PMI act	1.1	0.9	0.9	0.9	1	1.1
G6PDH counter	0	2	-10	1	5	10
TLR4 MyD88 comp	12	7	-2	1	1	-10
PMI act satM6P	1.2	0.9	0.9	1	0.9	1.1
Diaph inh CS	18	18	9	15	1	-10
S1P3 antag	/	/	-8	-16	-11	/

25	Cc1ccc(Cn2c(C(=O)O)cc3sccc32)cc1
26	COc1cc(CNn2nnnc2N)cc(Br)c1OCC(=O)NC(C)(C)C
27	COc1cc([N+](=O)[O-])ccc1NC(=O)CSc1nnc(C)c(C)n1
28	CC1(C)SC(=S)N(NC(=O)Nc2ccccc2)C1N(O)C(=O)Nc1cccc2ccccc12 (stereo unspecified)
29	O=C(Nc1ccc(Cl)cc1)Nc1nc(-c2ccccc2)cs1
30	CCN1CCCC1CNCc1cccc(OC)c1OCc1ccccc1 (stereo unspecified)

Compound	25	26	27	28	29	30
Lmaj promast	-2	-1	1	16	9	85*
RAM inhibit	7.3	2.5	0.7	3.5	2.0	0.6
DTT redox prof	0.1	0.9	-0.7	0.5	-0.3	-0.2
Hsp70 activator	-0.6	-0.4	0.1	-0.5	0.2	0.3
Diaphorase act	0.9	0.9	0.8	0.7	0.8	0.9
PMI act	1.1	1	0.9	0.7	0.9	1.1
G6PDH counter	1	2	13	18	-5	16
TLR4 MyD88 comp	7	6	-13	-6	2	-4
PMI act satM6P	1.1	1	0.8	0.5	0.9	1.1
Diaph inh CS	6	8	21	30	16	8
S1P3 antag	0	/	5	-9	-5	-9

Whole records as entered above.
Record of `CC1(C)SC(=S)N(NC(=O)Nc2ccccc2)C1N(O)C(=O)Nc1cccc2ccccc12` (stereo unspecified) → Lmaj promast = 16; RAM inhibit = 3.5; DTT redox prof = 0.5; Hsp70 activator = -0.5; Diaphorase act = 0.7; PMI act = 0.7; G6PDH counter = 18; TLR4 MyD88 comp = -6; PMI act satM6P = 0.5; Diaph inh CS = 30; S1P3 antag = -9
Record of `CCN1CCCC1CNCc1cccc(OC)c1OCc1ccccc1` (stereo unspecified) → Lmaj promast = 85*; RAM inhibit = 0.6; DTT redox prof = -0.2; Hsp70 activator = 0.3; Diaphorase act = 0.9; PMI act = 1.1; G6PDH counter = 16; TLR4 MyD88 comp = -4; PMI act satM6P = 1.1; Diaph inh CS = 8; S1P3 antag = -9
Record of `COc1cc([N+](=O)[O-])ccc1NC(=O)CSc1nnc(C)c(C)n1` → Lmaj promast = 1; RAM inhibit = 0.7; DTT redox prof = -0.7; Hsp70 activator = 0.1; Diaphorase act = 0.8; PMI act = 0.9; G6PDH counter = 13; TLR4 MyD88 comp = -13; PMI act satM6P = 0.8; Diaph inh CS = 21; S1P3 antag = 5

The list goes on.
31	Cc1ccc(-c2csc(NC(=S)NC(=O)/C=C/c3ccco3)n2)cc1
32	CC(C)(C)OC(=O)NCCCC[C@H](NC(=O)c1nc[nH]c1C(=O)NC(c1ccccc1)c1ccccc1)C(=O)OC(C)(C)C
33	O=C(COC(=O)c1ccc(Br)cc1)NCCC1=CCCCC1
34	CN(C)CCCNC(=O)c1cc2sc3ccccc3c2s1
35	CCOC(=O)N1CCN(C(=O)c2ccc(Cn3c(=S)[nH]c4cc5c(cc4c3=O)OCO5)cc2)CC1
36	NC(=O)c1ccc(N2CCCCC2)c(N2C(=O)C3C4C=CC(C4)C3C2=O)c1 (stereo unspecified)

Compound	31	32	33	34	35	36
Lmaj promast	-2	-5	-1	92*	2	-5
RAM inhibit	6.0	8.0	5.2	-0.3	4.2	-0.3
DTT redox prof	2.0	0.1	-0.3	0.4	3.1	0.3
Hsp70 activator	-0.1	-0.1	-0.1	-0.4	-0.1	0.5
Diaphorase act	0.9	0.6	0.9	1.1	0.8	0.8
PMI act	1	0.7	1	1.1	1	1
G6PDH counter	11	12	0	4	1	12
TLR4 MyD88 comp	4	-17	1	-14	-2	4
PMI act satM6P	1	0.7	1	1.1	0.9	1
Diaph inh CS	12	45	8	-15	17	20
S1P3 antag	/	-18	-9	-10	/	-44

37	CC1CCN(CCCNC(=O)c2cc3sccc3n2C)CC1
38	CS(=O)(=O)N(CC(=O)N1CCCCCC1)c1ccccc1
39	COc1cc(/C=C2/NC(=O)N(Cc3ccccc3F)C2=O)cc(OC)c1O
40	CN(CC(=O)OCC(=O)NCC(F)(F)F)S(=O)(=O)c1ccc(Cl)cc1
41	O=S1(=O)N=C(N2CCN(c3ccc(F)cc3)CC2)c2ccccc21
42	CCN1CCN(C(=O)N[C@@H](C(=O)N[C@@H]2C(=O)N3[C@@H]2SC(C)(C)[C@@H]3C(=O)O)c2ccccc2)C(=O)C1=O
43	CC1(C)CC(=O)c2sc(NC(=O)c3ccccc3)nc2C1
44	CCNS(=O)(=O)c1ccc(CCC(=O)O)cc1

Compound	37	38	39	40	41	42	43	44
Lmaj promast	92*	-5	-4	-7	-5	-7	8	-10
RAM inhibit	0.7	3.7	0.9	-0.6	2.0	-0.4	-0.2	1.0
DTT redox prof	0.1	-0.4	12	-0.8	2.8	0.5	4.0	-0.6
Hsp70 activator	-0.4	-0.1	0.1	0.1	-0.1	-0.1	-0.1	0.2
Diaphorase act	0.9	0.8	0.8	0.9	1	0.9	1	0.8
PMI act	1	0.9	0.8	1	1	1	1	1
G6PDH counter	14	-9	8	3	4	10	9	1
TLR4 MyD88 comp	-1	9	10	-6	-18	11	-7	-6
PMI act satM6P	1	0.9	0.6	1.1	1	1	1	1
Diaph inh CS	8	21	22	6	3	11	-3	15
S1P3 antag	-25	-18	-10	0	/	-2	-6	-12
